LDHA inh – inhibitors of human lactate dehydrogenase A | P00338 | purified LDHA, NADH/diaphorase-resazurin fluorescence; stronger effect = lower value | activity change, % (values are at about 110 or 230 µM) | 480,000 tested, 0.15% active | AID 1347041; in the data active means activity change below about -30%; inconclusive means mostly about -25% to -30%;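 further: plate controls were DMSO wells for no effect and wells without enzyme for full effect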
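LDH5 2 nM; NADH 0.06 mM, pyruvate 0.2 mM; 200 mM Tris pH 7.4, EDTA, Tween-20; 5 min RT. Detection: diaphorase 0.133 mg/mL + resazurin 37 µM, fluorescence ex540/em590 at 0 and 20 min; normalized to enzyme-free and DMSO wells.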
D1 PAM – enhances dopamine response at the human D1 receptor. P21728. HEK293 TREx D1 cells, calcium flux, dopamine EC20 potentiation. potentiation, % at 10 µM. 360,000 tested, 0.036% active; in the data active means potentiation above about 30%; further: 0% is about no effect
D2 potentiator – D2 dopamine receptor (human) potentiation | P14416 | HEK293 T-REx D2, calcium flux, EC20 dopamine potentiation | potentiation, % at 10 µM | 340,000 tested, 0.34% active | AID 485347;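 active means potentiation over 3 SD above the plate norm, cut at about 30% in these data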; further: 0% is about no effect
Target sequence (P14416 whole entry, looked up): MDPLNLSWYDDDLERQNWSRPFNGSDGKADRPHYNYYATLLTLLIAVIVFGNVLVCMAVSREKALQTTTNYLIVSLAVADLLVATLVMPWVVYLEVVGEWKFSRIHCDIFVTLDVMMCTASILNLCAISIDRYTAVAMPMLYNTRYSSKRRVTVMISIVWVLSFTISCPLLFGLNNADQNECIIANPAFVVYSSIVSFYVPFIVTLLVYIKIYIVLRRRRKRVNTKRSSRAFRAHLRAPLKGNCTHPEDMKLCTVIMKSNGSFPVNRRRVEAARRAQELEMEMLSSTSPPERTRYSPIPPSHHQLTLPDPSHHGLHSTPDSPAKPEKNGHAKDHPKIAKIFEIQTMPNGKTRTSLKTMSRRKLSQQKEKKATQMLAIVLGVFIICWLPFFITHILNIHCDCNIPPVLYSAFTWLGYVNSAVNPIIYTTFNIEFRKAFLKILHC
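Tetracycline-induced Hek293 Trex D2 cells, force-coupled to calcium, loaded with no-wash calcium dye. Compound added with 180 s kinetic read for agonism, then EC20 dopamine and a further 180 s read for potentiation.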
D1 antagonist – blocks dopamine activation of the human D1 receptor; AID 504652; HEK293 TREx D1 cells, calcium flux, dopamine EC80; stronger effect = lower value; P21728; 360,000 tested, 3.2% active; activity change, negative = inhibition, % at 10 µM; in the data active means activity change below about -30%; further: on the % scale 0 is the no-effect control and ±100 the full control effect
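Inducible Hek293 Trex D1 cells (tetracycline, overnight, 30 C). Calcium dye 30–90 min RT. Antagonist mode: EC80 dopamine added after 180 s compound read.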
RXFP1 ag – RXFP1 (human) receptor agonism; HEK293T-RXFP1 cAMP TR-FRET, 30 min; response scale: percent of porcine relaxin response, buffer zero; Q9HBX9; AID 2676; 370,000 tested, 0.3% active; Potency, µM (titrated, usually from 57.5 µM), without a hit: at the highest dose activation, hits mostly activators; further: potency means the concentration at half of the fitted maximal effect; on the % scale 0 is the no-effect control and ±100 the full control effect; nearly all actives have a fitted effect of over 60% in size; many of its hits are not listed in these tables
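HEK293T cells stably expressing RXFP1 were pretreated with the PDE4 inhibitor Ro 20174, exposed to compounds for 30 min at 37C, lysed, and cAMP was read by TR-FRET. Data normalized to buffer (basal) and 29 nM porcine relaxin (100%).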
Vif-A3G inh – Vif-A3G binding inhibition; 410,000 tested, 0.076% active; HeLa A3G-eYFP + Vif (tagged APOBEC3G with the HIV-1 protein that degrades it), YFP fluorescence, overnight; Potency, µM (doses to about 46.1 µM), without a hit: at the highest dose activity, negative = active, hits mostly inhibitors;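 further: potency means the concentration at half of the fitted maximal effect; on the % scale 0 is the no-effect control and ±100 the full control effect; nearly all actives have a fitted effect of over 60% in size; hits raise eYFP signal because A3G escapes Vif-driven loss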
Target sequence (Q9HC16 whole entry, looked up): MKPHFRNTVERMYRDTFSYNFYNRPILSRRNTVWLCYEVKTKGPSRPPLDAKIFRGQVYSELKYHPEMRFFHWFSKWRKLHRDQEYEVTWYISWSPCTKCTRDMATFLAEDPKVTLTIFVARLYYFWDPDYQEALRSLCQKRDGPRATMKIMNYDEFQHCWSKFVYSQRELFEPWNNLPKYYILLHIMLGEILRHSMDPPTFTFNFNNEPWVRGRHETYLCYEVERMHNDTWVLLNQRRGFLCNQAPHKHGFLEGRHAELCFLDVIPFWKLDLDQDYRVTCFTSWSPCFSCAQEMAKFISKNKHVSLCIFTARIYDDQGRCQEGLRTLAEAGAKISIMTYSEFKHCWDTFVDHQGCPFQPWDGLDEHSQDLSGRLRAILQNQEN
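HeLa cells stably expressing Vif and C-terminally eYFP-tagged A3G, seeded overnight at 37 deg C, then exposed to compound by pintool overnight at 37 deg C. Rise in yellow fluorescence (Ex 488/Em 500-530, Acumen) marks blocked Vif-driven A3G degradation.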
D1 agonist – activates the human D1 dopamine receptor; P21728; HEK293 T-REx D1 cells, calcium flux, agonist mode; activation, % at 2 µM; 360,000 tested, 1% active; AID 504660; in the data active means activation above about 30%; further: 0% is about no effect
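Inducible HEK293 T-REx D1 cells, force-coupled to calcium signalling, were plated at 4000 cells/well with tetracycline and held overnight at 30 C. After no-wash calcium dye loading, compound-evoked calcium rise over 180 s flagged agonists.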
Vif-APOBEC3F blk – inhibitors of Vif-A3F interaction. 390,000 tested, 0.2% active. Potency, µM (top dose mostly 46.1 µM), for the others: at the highest dose activity, negative = active. AID 602313. HeLa A3F-eYFP + Vif (tagged APOBEC3F with the HIV-1 protein that degrades it), YFP fluorescence increase; further: potency means the concentration at half of the fitted maximal effect; % of control where 0% means no effect; nearly all actives have a fitted effect of over 65% in size
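HeLa cells stably expressing Vif plus C-terminally eYFP-tagged A3F were seeded, incubated overnight at 37 deg C, dosed with compound, incubated overnight again at 37 deg C. Yellow fluorescence (Ex 488/Em 500-530) reported blocked Vif-mediated A3F-eYFP degradation.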
Glioma ERSR ind – inducers of ER stress response in human glioma cells | 420,000 tested, 0.02% active | U87-MG GRP78 promoter luciferase reporter, 16 h | AID 602332 | Potency, µM, for the others: at the top dose activation, most hits filed as activators; further: potency means the concentration at half of the fitted maximal effect; series mostly up to about 76 µM; % of control where 0% means no effect; nearly all actives have a fitted effect of over 35% in size
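Stably transfected U87-MG glioma cells carrying a GRP78-based luciferase sensor; 16 h compound incubation. Luminescence end-point read 10 min after Bright-Glo addition at room temperature.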
The depositor's hits bear a star; ? = inconclusive; . = not tested or not shown; & = joins results of further samples; ! = not active in a repeat. Unless noted, the call rests on the fitted dose curve; in most records, active means well fitted curve in the direction sought with a large enough effect; inconclusive means small, poorly fitted or top-dose-only effect, or another doubt; inactive means no such curve, though single readings can be large; an effect the other way counts as inactive or inconclusive. This is a subset; the hit share may differ from the screen's.

SMILES	LDHA inh	D1 PAM	D2 potentiator	D1 antagonist	RXFP1 ag	Vif-A3G inh	D1 agonist	Vif-APOBEC3F blk	Glioma ERSR ind
CSc1ccc(C(c2c(O)c3ccccc3oc2=O)c2c(C)n(C)n(-c3ccccc3)c2=O)cc1 (stereo not drawn)	-1&-4	1&1	14&-21	2&8	2.5%&-1.2%	1%&13%	-1&-1	2%&2%	-3%&-6%
CN(C(=O)Oc1cccc2ccccc12)C1C=CCC1 (stereo not drawn)	11	.	.	.	.	-3%	.	-2%	4%
Cc1cccn2c(NCC3CCCO3)c(C(C)C)nc12 (stereo not drawn)	-5	-3	10	9	0.5%	1%	2	-5%	-5%
Cc1ccc(NP(=O)(c2ccccc2)c2nc3ccccc3s2)cc1 (stereo not drawn)	1	0	2	-11	1.4%	-8%	2	-4%	11%
CN1OC[C@@H]2CN[C@H](c3ccccc3Br)C[C@@H]21	-5	.	.	.	.	-1%	.	2%	1%
c1ccc(N2Cc3ccccc3-n3nncc3C2)nc1	?	.	.	.	.	-1%	.	-9%	0%
O=C(CN1CCCCC1)Nc1ccc(Br)cc1C(=O)c1ccccc1Cl	-1	8	0	-26	-0.5%	-2%	0	0%	-4%
Cc1ccc(-n2c(O)c(C=NC3CCCCC3N)c(=O)[nH]c2=O)cc1C (stereo not drawn)	5	-4	4	1	-1.4%	-1%	2	1%	-3%
Cc1nn(Cc2ccccc2)c(Cl)c1C(=O)NC1CCCc2ccccc21 (stereo not drawn)	-2	-3	8	-7	-1.0%	6%	12	0%	0%
Cc1cccc(-n2c(O)c(/C=C/C=Nc3ccccc3)c(=O)[nH]c2=O)c1	-6	2	-8	-1	-0.6%	5%	34*	10µM*	-5%
COc1ccc(NP(=O)(Oc2cccc(C)c2)Oc2cccc(C)c2)cc1OC	3	0	-2	2	-5.8%	-10%	1	-5%	-5%
C[C@]12CCC(=O)C=C1CC[C@@H]1C2CC[C@]2(C)C(=O)CCC12 (stereo partly drawn)	-4	0	6	2	-0.6%	5%	2	-2%	-6%
CCC(=O)O[C@H]1CC[C@H]2[C@@H]3CCC4=CC(=O)CC[C@]4(C)[C@H]3CC[C@]12C	-2	.	.	.	.	-4%	.	-8%	-4%&-5%
O=C1NC(=O)N(Cc2ccccc2)C(=O)/C1=C/c1cnc(-c2ccccc2)nc1	-16	0	.	10	0.5%	?	1	?	4%
CCc1ccc2c(CN3CC=C(c4ccccc4)CC3)cc(=O)oc2c1	1	4	6	8	0.6%	-3%	0	-10%	-3%
CC(=O)OC1CC[C@]2(C#N)[C@H]3CC[C@]4(C)[C@H](C5C=CC(=O)O5)CCC4(O)C3CCC2(O)C1 (stereo partly drawn)	-1	-1	0	6	1.1%	-1%	2	7%	-8%
O=c1oc2ccccc2c(O)c1C(c1ccccn1)c1c(O)c2ccccc2oc1=O	3	2	9	15	-1.4%	5%	2	-2%	-6%
CCOP(=O)(OCC)C(O)c1ccc(Br)cc1 (stereo not drawn)	-1	-4	-2	3	0.2%	0%	4	-22%	-5%
CSc1nnc([C@@H](N)Cc2ccccc2)o1	-11	1	-1	11	0.7%	-1%	1	3%	0%
O=[N+]([O-])c1ccccc1CNCCc1ccc(F)cc1	-16	-3	-1	-11	0.5%	-4%	1	-18%	3%
CC(C)OCCCNC(=O)c1c(N)n(Cc2cccs2)c2nc3ccccc3nc12	-1	-1	-17	5	3.7%	1%	3	.	-4%
CCc1ccc(N2C(=O)NC(=O)/C(=C\c3cccn3CCOc3ccc(C(C)C)cc3)C2=O)cc1	-6	-4	-6	15	4.9%	0%	5	-16%	2%
COc1cc2[nH]c(=O)n(-c3ccc(C)cc3)c(=O)c2cc1OC	3&-11	1&-2	10&-7	-44*!	2.8%&0.7%	-4%&2%	1&0	-5%&8%	0%&-2%
O=C(CN1CC(c2ccccc2)CC1=O)Nc1cccc(F)c1 (stereo not drawn)	-4	-8	-6	-24	6.2%	-7%	0	-2%	-2%
CCOC(=O)C1(CCOc2ccccc2)CCN(C(C)CSC)CC1 (stereo not drawn)	-1	1	-8	-11	0.3%	2%	6	-4%	-3%
c1cnc(OCCN2CC2)cn1	-2	.	.	.	.	1%	.	-3%	-6%
Cc1ccccc1NC1=NCC(C)S1 (stereo not drawn)	0	-8	5	2	1.8%	0%	7	5%	-2%
COc1cc(C)cc(CN2CC=C(c3ccccc3)CC2)c1O	0	-10	-30	-4	0.8%	-2%	4	5%	-2%
Fc1ccc(C2NCCc3[nH]cnc32)cc1 (stereo not drawn)	-9	-3	-14	-2	0.3%	0%	2	14%	2%
COc1ccc(CCn2c(O)c(C=NCCCn3ccnc3)c(=O)[nH]c2=O)cc1OC	1	-2	9	2	3.5%	-1%	0	0%	-1%
O=P(CN1CCN(c2ccccc2)CC1)(N1CCCCC1)N1CCCCC1	1	-7	-1	2	0.3%	-1%	0	-14%	-3%
CC(=O)Nc1ccc(OC(=O)N2CCCCC2)cc1	-2	1	-8	10	-0.2%	0%	4	3%	-14%
CC12CN3CCN(CC(C3)C1O)C2 (stereo not drawn)	-8	1	-10	13	1.3%	0%	3	5%	-5%
C[C@H]1CN([C@@H](C)CO)C(=O)CCCn2nncc2CO[C@H]1CN(C)C(=O)Oc1ccc2ccccc2c1	-8	.	.	.	.	-5%	.	-1%	-5%
Nc1ccc(CCN2CCCC2)cc1	4	-5	-7	-13	2.3%	-3%	4	-1%	-3%
COc1ccc(C2N(c3cc(C)on3)C(=O)C3CCCN32)cc1 (stereo not drawn)	-1	2	5	-2	3.4%	-5%	0	0%	-3%
CCOc1cccc(CNC2CN3CCC2CC3)c1 (stereo not drawn)	-3	-7	-3	-51*	0.1%	-1%	3	-4%	-5%
COc1ccc2c(C)c(CC(=O)N3C[C@H]4C[C@@H](C3)c3cccc(=O)n3C4)c(=O)oc2c1	-1	4	-2	-1	3.1%	1%	1	1%	-2%
CCC1(CCC(C)C)C(=O)NC(=S)NC1=O	-5	.	.	.	.	1%	.	-12%	1%
CN1CCN(Cc2ccc3ccccc3c2)CC1	-16	-2	-9	2	0.6%	-1%	8	3%	-2%
CN1C(=O)COc2c(C(=O)NC3CN4CCC3CC4)cc(Cl)cc21 (stereo not drawn)	.	-1	-4	4	0.0%	.	-1	.	-3%
COCCCn1c(=O)/c(=C/c2ccccc2OC(F)F)s/c1=C(\C#N)C(=O)NCCOC	-9	.	.	.	.	-8%	.	?	-1%
Cc1ccccc1-n1c(C)nc2sccc2c1=O	-12	-1	-2	11	-0.5%	-1%	3	-11%	-3%
NCC(O)c1cc(O)c(O)cc1F (stereo not drawn)	-14	-6	-5	-85*	-1.3%	-1%	37*	0%	-2%&0%
COC(=O)C1=C(c2cccc(OCc3ccccc3)c2)C[C@@H]2CC[C@H]1N2C(=O)NCc1ccc(Cl)cc1	-12	3	-7	13	0.5%	-4%	4	-7%	-2%
Nc1c(C(=O)Nc2ccc(Cl)cc2)sc2nc3c(cc12)N1CCC3CC1	-4	-5	0	-3	14%	-19%	-1	-3%	-3%
CSc1ccc(CNC2CN3CCC2CC3)cc1 (stereo not drawn)	0	0	-4	1	-1.1%	-8%	4	-5%	-3%
CCCCc1ccc(NC2=NCCCS2)cc1	0	-3	2	0	5.8%	1%	12	-2%	-1%
COC(=O)C1=C(c2ccc3ccccc3c2)C[C@@H]2CC[C@H]1N2C(=O)NCCO	-5	-3	2	-40*	-0.7%	-1%	0	-1%	3%
CC/C(=N\N1CCN(C)CC1)c1c(O)[nH]c(=O)[nH]c1=O	-6	-12	15	3	-0.5%	2%	2	-3%	-3%
C[C@]12CCC3C(CC[C@H]4[C@@H](O)[C@H](O)CC[C@]34C)C1CCC2=O (stereo partly drawn)	1	.	.	.	.	-1%	.	-5%	-3%
CN1CN(c2ccccc2)C2(CCN(CCCSc3ccccc3NC(=O)/C=C/c3ccccc3)CC2)C1=O	-1	.	.	.	.	?	.	-28%	21%
CCOC(=O)C1CCCCC12C(C#N)=C(N)Oc1n[nH]c(C)c12 (stereo not drawn)	1	-1	-2	7	2.1%	0%	1	-1%	-6%

Rewritten bar-delimited: nine of the compounds above.
SMILES | LDHA inh | D1 PAM | D2 potentiator | D1 antagonist | RXFP1 ag | Vif-A3G inh | D1 agonist | Vif-APOBEC3F blk | Glioma ERSR ind
Cc1ccccc1-n1c(C)nc2sccc2c1=O | -12 | -1 | -2 | 11 | -0.5% | -1% | 3 | -11% | -3%
NCC(O)c1cc(O)c(O)cc1F (stereo not drawn) | -14 | -6 | -5 | -85* | -1.3% | -1% | 37* | 0% | -2%&0%
COC(=O)C1=C(c2cccc(OCc3ccccc3)c2)C[C@@H]2CC[C@H]1N2C(=O)NCc1ccc(Cl)cc1 | -12 | 3 | -7 | 13 | 0.5% | -4% | 4 | -7% | -2%
Nc1c(C(=O)Nc2ccc(Cl)cc2)sc2nc3c(cc12)N1CCC3CC1 | -4 | -5 | 0 | -3 | 14% | -19% | -1 | -3% | -3%
CSc1ccc(CNC2CN3CCC2CC3)cc1 (stereo not drawn) | 0 | 0 | -4 | 1 | -1.1% | -8% | 4 | -5% | -3%
CCCCc1ccc(NC2=NCCCS2)cc1 | 0 | -3 | 2 | 0 | 5.8% | 1% | 12 | -2% | -1%
COC(=O)C1=C(c2ccc3ccccc3c2)C[C@@H]2CC[C@H]1N2C(=O)NCCO | -5 | -3 | 2 | -40* | -0.7% | -1% | 0 | -1% | 3%
CC/C(=N\N1CCN(C)CC1)c1c(O)[nH]c(=O)[nH]c1=O | -6 | -12 | 15 | 3 | -0.5% | 2% | 2 | -3% | -3%
C[C@]12CCC3C(CC[C@H]4[C@@H](O)[C@H](O)CC[C@]34C)C1CCC2=O (stereo partly drawn) | 1 | . | . | . | . | -1% | . | -5% | -3%

Compound activity as filed in PubChem BioAssay.
